High-throughput results from PubChem.
ERG Ets-DNA blk = blocks human ERG Ets domain binding to DNA; P11308; fluorescence polarization, His-ERG Ets domain / labelled DNA; Potency, µM (series often up to 76.9 µM), for inactives: top-dose FP activity, negative = inhibition, usual class: inhibitors; actives 0.028% (n = 370,000); active = well fitted inhibition curve with a large enough effect in the polarisation, with a control signal flat; inconclusive = small, poorly fitted or top-dose-only effect, or effect the other way, or a change in a side signal; inactive = no such curve, though single readings can be large or run the other way; the % refers to the polarisation;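 note: polarization taken with two DNA probes labelled with fluorescein and Texas red; potency is the fitted concentration of half-maximal effect; % of control where 0% means no effect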
Target sequence (P11308 whole entry, looked up, the tested form may be a part): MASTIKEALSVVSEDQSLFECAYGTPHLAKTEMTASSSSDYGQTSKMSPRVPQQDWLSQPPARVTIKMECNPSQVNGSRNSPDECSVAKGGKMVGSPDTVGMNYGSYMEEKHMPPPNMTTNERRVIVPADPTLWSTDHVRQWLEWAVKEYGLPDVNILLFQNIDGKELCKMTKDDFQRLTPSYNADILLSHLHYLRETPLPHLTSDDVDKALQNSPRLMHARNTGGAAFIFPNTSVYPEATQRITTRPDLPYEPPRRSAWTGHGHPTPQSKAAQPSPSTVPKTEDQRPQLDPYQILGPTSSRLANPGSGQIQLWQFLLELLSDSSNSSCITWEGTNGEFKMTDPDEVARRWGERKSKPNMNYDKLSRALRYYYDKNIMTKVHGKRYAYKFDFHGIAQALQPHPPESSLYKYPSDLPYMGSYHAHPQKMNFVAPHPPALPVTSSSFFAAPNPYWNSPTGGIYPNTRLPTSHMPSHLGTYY
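His-tagged ERG Ets domain (1 uM in the protein solution; 300mM KCl, 50mM Tris-HCl, 1mM EDTA, 1mM DTT, pH 7.5) received compound, then a probe mix of 5 nM fluorescein-DNA and 100nM Texas-615-DNA. Fluorescence polarization was read for both dyes.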
12-LOX inh = inhibitors of human 12S-lipoxygenase ALOX12. P18054. Potency, µM (highest dose often 108 µM), for inactives: at the highest dose activity change, negative = inhibition, actives largely listed as inhibitors. purified 12hLO, xylenol orange hydroperoxide absorbance. AID 1671190. actives 1.1% (n = 580,000); note: potency is the fitted concentration of half-maximal effect; % is set by controls: 0 for no effect and ±100 for the full control effect
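Hydroperoxide product was detected by ferrous iron/xylenol orange as the 573 to 405 nm absorbance ratio. Arachidonic acid at 40 uM (final) was turned over for 30 min at room temperature by 150 nM human 12hLO, pH 7.0 Hepes buffer, after 15 min compound preincubation.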
Vif-A3F inh = inhibitors of Vif-A3F interaction; Potency, µM (doses to about 46.1 µM), inactives show top-dose activity, negative = active; actives 0.2% (n = 390,000); AID 602313; HeLa A3F-eYFP + Vif (tagged APOBEC3F with the HIV-1 protein that degrades it), YFP fluorescence increase; note: potency is the fitted concentration of half-maximal effect; % of control where 0% means no effect; nearly all actives have a fitted effect of over 65% in size
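HeLa cells stably expressing Vif plus C-terminally eYFP-tagged A3F were seeded, incubated overnight at 37 deg C, dosed with compound, incubated overnight again at 37 deg C. Yellow fluorescence (Ex 488/Em 500-530) reported blocked Vif-mediated A3F-eYFP degradation.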
GRP78 ERSR act = ER stress response induction in glioma; U87-MG GRP78 promoter luciferase reporter, 16 h; Potency, µM, without a hit: top-dose activation, hits mostly activators; actives 0.02% (n = 420,000); AID 602332; note: potency is the fitted concentration of half-maximal effect; series mostly up to about 76 µM; % of control where 0% means no effect; nearly all actives have a fitted effect of over 35% in size
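Stably transfected U87-MG human glioma cells carrying a GRP78-based luminescent sensor were seeded at 1000 cells/well, pin-dosed with compounds and incubated 16 h. Luciferase reagent was then added, and end-point luminescence was read after 10 min at room temperature.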
D2 antagonist = antagonists of human D2 dopamine receptor. actives 2% (n = 340,000). inhibition, % at 10 µM. P14416. HEK293 TREx D2 cells, calcium flux, dopamine EC80; in the data active = inhibition above about 30%; note: 0% is about no effect
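Antagonism is scored as inhibition of an EC80 dopamine-evoked calcium signal in a force-coupled, tetracycline-inducible HEK293 T-REx D2 line, with compound present 180 s before agonist.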
LDHA inh = blocks human lactate dehydrogenase A | P00338 | purified LDHA, NADH/diaphorase-resazurin fluorescence; active compounds read low | actives 0.15% (n = 480,000) | activity change, % (values are at about 110 or 230 µM); in the data active = activity change below about -30%; inconclusive = mostly about -25% to -30%;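 note: plate controls were DMSO wells for no effect and wells without enzyme for full effect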
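LDH5 2 nM; NADH 0.06 mM, pyruvate 0.2 mM; 200 mM Tris pH 7.4, EDTA, Tween-20; 5 min RT. Detection: diaphorase 0.133 mg/mL + resazurin 37 µM, fluorescence ex540/em590 at 0 and 20 min; normalized to enzyme-free and DMSO wells.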
D2 ag = agonists of human D2 dopamine receptor. actives 0.53% (n = 340,000). HEK293 T-REx D2 cells, calcium flux agonist mode. activation, % at 2 µM. P14416;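 active = activation over 3 SD above normal in the single-dose calcium agonist read, cut at about 30% in these data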; note: 0% is about no effect
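Calcium-flux readout, 1 cycle/sec over 180 s following compound pin transfer, in inducible HEK293 Trex D2 cells (force-coupled); dopamine controls included. Positive calcium responses during this window marked compounds as potential agonists.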
RGS4 inh = inhibitors of human regulator of G protein signaling 4; actives 0.039% (n = 390,000); AID 504845; Transcreener GDP fluorescence polarization, RGS4-accelerated GTP hydrolysis; P49798; Potency, µM (series often up to 114 µM), inactives show at the top dose activity change, negative = inhibition, usual class: inhibitors; note: potency is the fitted concentration of half-maximal effect; % is set by controls: 0 for no effect and ±100 for the full control effect; nearly all actives have a fitted effect of over 75% in size; some results filed as inactive show a strong effect at the top dose
Target sequence (P49798 whole entry, looked up): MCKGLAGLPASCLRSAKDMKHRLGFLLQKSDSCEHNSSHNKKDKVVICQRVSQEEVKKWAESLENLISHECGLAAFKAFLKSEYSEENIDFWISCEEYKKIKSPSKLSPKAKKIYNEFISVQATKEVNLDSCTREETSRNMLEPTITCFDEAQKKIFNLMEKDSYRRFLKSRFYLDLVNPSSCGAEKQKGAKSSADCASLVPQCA
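MLSMR compounds (23 nl, pin-transferred) preincubated 10 min at room temperature with a 500nM (2x) first reagent, then RGS4 at 900nM (2x) plus Transcreener GDP mix added; fluorescence polarization (620/688 nm) read before and after 90 min at 30 °C.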
Vif-APOBEC3G blk = Vif-A3G binding inhibition. HeLa A3G-eYFP + Vif (tagged APOBEC3G with the HIV-1 protein that degrades it), YFP fluorescence, overnight. Potency, µM (doses to about 46.1 µM), inactives show top-dose activity, negative = active, hits mostly inhibitors. actives 0.076% (n = 410,000);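 note: potency is the fitted concentration of half-maximal effect; % is set by controls: 0 for no effect and ±100 for the full control effect; nearly all actives have a fitted effect of over 60% in size; hits raise eYFP signal because A3G escapes Vif-driven loss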
Target sequence (Q9HC16 whole entry, looked up): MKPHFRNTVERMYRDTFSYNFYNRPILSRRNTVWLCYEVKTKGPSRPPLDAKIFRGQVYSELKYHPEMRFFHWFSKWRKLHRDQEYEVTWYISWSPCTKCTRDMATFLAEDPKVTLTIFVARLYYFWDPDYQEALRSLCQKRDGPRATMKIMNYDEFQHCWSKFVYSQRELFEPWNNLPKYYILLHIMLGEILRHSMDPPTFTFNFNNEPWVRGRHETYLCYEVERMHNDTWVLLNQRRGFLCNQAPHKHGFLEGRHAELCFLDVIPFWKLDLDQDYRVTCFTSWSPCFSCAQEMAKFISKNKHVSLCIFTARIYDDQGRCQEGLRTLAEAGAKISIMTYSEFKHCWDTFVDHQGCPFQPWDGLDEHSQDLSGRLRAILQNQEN
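Read-out is eYFP fluorescence (Ex 488/Em 500-530) from Vif-expressing HeLa A3G-eYFP cells; more signal means A3G escaped Vif-mediated degradation. Cells plated overnight, compound pinned in, incubated overnight at 37 deg C.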
Starred values were filed as active, the others as inactive; ? = inconclusive; . = no result given; & = joins results of further samples; [ ] = dose if it differs, or a comment. Unless noted, calls come from the whole dose curve; as a rule, active = well fitted curve in the direction sought with a large enough effect; inconclusive = small, poorly fitted or top-dose-only effect, or another doubt; inactive = no such curve, though single readings can be large; an effect the other way counts as inactive or inconclusive.

SMILES	ERG Ets-DNA blk	12-LOX inh	Vif-A3F inh	GRP78 ERSR act	D2 antagonist	LDHA inh	D2 ag	RGS4 inh	Vif-APOBEC3G blk
COc1ccc(OC)c(NC(=O)Cn2cnc3sc(C)c(S(=O)(=O)N4CCN(c5ccccc5OC)CC4)c3c2=O)c1	?	-8%	4%	-1%	.	-2	0.0	15%	0%
Cn1c(=O)c2ncn(CC(=O)Nc3ccc(N4CCOCC4)cc3)c2n(C)c1=O	6%	4%	-6%	-4%	-7	7	-0.7	-7%	-4%
COc1ccccc1C(=O)O/N=C(/C)c1ccc(N2C(=O)C3CCCCC3C2=O)cc1 (configuration not stated)	0%	-9%	5%	-4%	11	-3	0.2	0%	-1%
Cc1[nH]c2ccccc2c(=O)c1CN1CCCCCC1	1%	15%	2%	-1%	4	1	0.6	3%[56.9 µM]	-1%
CCc1c(C)nc(Nc2nc(C)c3ccc(OC)cc3n2)[nH]c1=O	.	-11%[57.4 µM]	0%	4%	0	0	-0.8	-9%	-17%
CCCC(=O)N(Cc1cccnc1)c1nc2c(OC)ccc(Cl)c2s1	-4%	14%	-5%	-2%	.	-12	.	39%[11.4 µM]	-1%
CC(=O)CCSc1ncnc2sc(-c3ccccc3)cc12	7%	429%[activator]	?	2%	-9	-1	0.1	8%	-11%
Clc1ccc(-n2nnnc2SCc2cn3ccccc3n2)cc1	-2%	14%	1%	0%	-17	-3	0.0	-4%	3%
C=CCNC(=O)c1ccc(N(Cc2ccccc2)S(C)(=O)=O)cc1	0%	22%	6%	-4%	-2	-5	0.6	27%	0%
O=C(CSc1nc(-c2ccco2)cc(C(F)(F)F)n1)Nc1ccc2c(c1)CCC2	0%	0%	-16%	0%	7	0	0.0	12%	?
CCOC(=O)N1CCN(C2=CC(=O)OC23CCCCC3)CC1	.	2%	-2%	-4%	-3	-2	-0.1	4%	-1%
CCCS(=O)(=O)c1nc(S(=O)(=O)c2ccc(C)cc2)c(N2CCC3(CC2)OCCO3)s1	0%	-3%	-2%	2%	5	-2	0.4	-17%[56.9 µM]	1%
O=C(O)C1=NOC(CNC(=O)c2ccccc2Cl)C1 (configuration not stated)	-13%	-7%	2%	-7%	16	-15	2.6	15%	-1%
COc1cc(NC(=O)c2ccc(-c3nc(COc4ccccc4)c(C)o3)cc2)cc(OC)c1	2%	-6%	3%	5%	.	6	0.9	7%	12%
O=C(CN(C(=O)CNC(=O)c1cccs1)c1ccc(F)cc1)NC1CCCCC1	-4%	1%	-2%	-3%	4	-3	7.2	-15%	-6%
CN(C)S(=O)(=O)c1cccc(-c2csc(=Nc3ccccc3)n2CCCN2CCOCC2)c1	-1%	-11%	7%	-1%	.	0	.	-16%	-1%
COc1ccc(OC)c(NC(=O)Cc2coc3ccc(C(C)C)cc23)c1	-9%	-22%	-1%	-4%	.	0	5.8	26%	-1%
Cc1ccc(S(=O)(=O)Nc2ccc(=O)n(Cc3ccc(Cl)c(Cl)c3)c2)cc1	-11%	?	1%	-7%	2	1	0.5	-15%	1%
CCCCC(=O)N/N=C(C)/C=C/c1ccccc1F	-7%	2%	-3%	-1%	16	-9	0.6	7%	-1%
CC(C)(C)c1ccc(/C=C/C(=O)N2CCCCC2)cc1	3%	-5%	1%	4%	.	-2	.	-2%	-6%
CNC(=S)N/N=C/c1cc(C)ccc1C	2%	?	?	1%	2	-5	-1.2	1%[56.9 µM]	1%
COCCn1c(SCC(=O)N2CCOCC2)nc2c(c1=O)SCC2	-3%	2%	-2%	-5%	5	-6	0.3	5%	1%
O=C(/C=C/c1ccccc1)NC(NC(=S)Nc1cccc(O)c1)C(Cl)(Cl)Cl (configuration not stated)	.	?	0%	0%	-7	?	0.3	-19%	-8%
COc1ccc(OCCC(=O)NCC23CC4CC(CC(C4)C2)C3)cc1	2%	-17%	-2%	-1%	0	2	0.2	7%	8%
COc1ccc(C)cc1NC(=O)c1ccc2c(c1)nnn2C1CCCC1	-2%	-10%	6%	-1%	.	2	-0.2	-12%	-7%
COc1ccc2c(c1)S/C(=C\C(=O)c1ccncc1)N2C	4%	45µM*	?	-3%	5	0	0.3	-32%	-10%
Cn1ccsc1=NC(=O)c1ccccc1OC(F)F	-5%	-29%	2%	1%	-13	0	-1.3	9%	1%
COc1ccc(C(CC(=O)N2CCCC2)c2ccc(F)cc2)cc1 (configuration not stated)	1%	-5%	10%	-4%	13	-1	-0.1	1%	2%
CCSc1ncc(Cl)c(C(=O)N(Cc2ccc(N(C)C)cc2)Cc2ccco2)n1	6%	?	.	.	.	0	-1.3	15%	.
COc1cccc(CN(C(=O)c2cccc(C)c2)C2CCS(=O)(=O)C2)c1 (configuration not stated)	3%	-6%	0%	-3%	.	-14	.	23%	2%
Cc1ccccc1C(=O)NNC(=O)Cc1cccc2ccccc12	.	8%[57.4 µM]	-13%	0%	-12	-1	-0.8	-6%	-4%
Cc1cn(CC(=O)NCCCn2ccnc2)c(=O)[nH]c1=O	8%	?	-8%	-1%	.	1	.	1%	-3%
N#CCCN(C(=O)COC(=O)c1ccc2c(c1)OCO2)c1ccccc1	6%	16%	6%	-2%	1	2	0.1	-13%	1%
CSCCC(NC(=O)c1ccccc1Cl)C(=O)NNC(=O)c1csc(N2CCOCC2)n1 (configuration not stated)	?	15%	3%	-1%	8	-1	0.1	1%	2%
CCCc1cc(C(=O)Nc2cc(OC)ccc2OC)cs1	3%	-8%	3%	1%	-10	-2	-1.3	13%	0%
COc1cccc(CN(C)C(=O)C2CSC3(C)CCC(=O)N23)c1OC (configuration not stated)	-2%	497%[activator]	-4%	-4%	-27	-1	-2.7	-32%	-1%
Cc1cccc(N2CCN(C(=O)Cn3cnc4sc(C)c(S(=O)(=O)N5CCN(c6ncccn6)CC5)c4c3=O)CC2C)c1 (configuration not stated)	5%	?	0%	-2%	.	1	0.8	-5%	-5%
O=C(Nc1ccccc1F)c1cccc(C(=O)Nc2ccccc2F)c1	2%	3%	-8%	-3%	3	-6	0.1	6%	0%
Cc1cccc2cc(COC(=O)c3ccco3)c(=O)[nH]c12	-5%	?	10%	-6%	-18	-1&-18	0.5	8%	-1%
COCCc1nn2c(=O)cc(COC(=O)c3cccs3)nc2s1	1%	2%	8%	-3%	.	-13	.	-27%	6%
CCOC(=O)c1ccc(NC(=O)Oc2cc(C)c(Cl)cc2C(C)C)cc1	2%	0%	-13%	-1%	-4	-2	0.3	16%	3%
CC1(C)CC2(CC(C)(C)NC(=O)N2)NC(=O)N1	-2%	1%	2%	-1%	-4	-6	-0.7	8%	5%
CCCN1CCN(C(=S)Nc2ccc([N+](=O)[O-])cc2)CC1	-12%	-28%	-5%	-3%	-6	-7	1.1	-29%	2%
C=CCn1cc(-c2ccccc2)cc(C#N)c1=O	-1%	404%[activator]	-1%	-4%	0	-9	-0.5	8%	2%
CCc1nc(N2CCOCC2)c(C#N)c2c1COC(C)(C)C2	-5%	1%	.	-5%	-14	0	-3.0	-8%	-1%
O=C(C(c1ccccc1)c1ccccc1)N1CCCc2ccccc21	-3%	?	5%	2%	-29	0	-0.5	4%	2%
COCCNC(=O)/C(C#N)=C/c1cc(C)n(-c2ccc(C)cc2)c1C	7%	-18%	-23%	-3%	-7	1	-1.0	?	-8%
Cc1ccc(-c2nn(-c3ccccc3)cc2/C=C(\C#N)C(=O)NCc2ccccc2)cc1	5%	-1%	-3%	-1%	-2	-4	-0.8	-18%	1%
Cc1ccc(-c2nc3cc(C(C)C)ccc3o2)cc1NC(=O)c1cc([N+](=O)[O-])ccc1N1CCOCC1	-3%	0%	6%	-1%	.	4	-0.6	-18%	-3%
COc1ccc(CCNC(=O)CN(CCc2ccccc2)S(C)(=O)=O)cc1OC	7%	2%	10%	-4%	-2	6	-0.7	-30%	0%
COC(=O)C1=C(C(=O)OC)[C@]2([C@@H]3CC=CCN[C@@H](Cc4ccccc4)C(=O)N3Cc3ccccc3)C=C[C@H]1O2	-5%	-4%	0%	-4%	.	-6	.	-5%	0%
CCNC(=S)N/N=C/c1cc(C)n(-c2ccc(Cl)cc2)c1C	4%	?	-6%	11%	-11	-4	-0.9	-34%	-14%
Cc1ccc(S(=O)(=O)N2[C@@H](c3ccc(Cl)cc3)C(C(=O)OC(C)(C)C)=CC[C@H]2c2ccc(Cl)c(Cl)c2)cc1	.	5%	.	-5%	.	-4	.	.	-3%
CC(=O)Nc1cc(C(=O)NCc2ccco2)ccc1Sc1ccc(Cl)cc1	1%	-30%	-7%	-4%	1	2	-0.6	-36%	-1%
CCn1c2ccccc2c2nnc(N3CCN(c4ccc(OC)cc4)CC3)nc21	0%	-19%	1%	-3%	.	-3	0.1	7%	6%
Cn1cnnc1SCC(=O)Nc1ccccc1Oc1ccccc1	1%	4%	6%	-2%	-11	-10	1.5	19%	1%
CCN1CCN(Cc2ccc(NC(=O)c3cc(NC(=O)c4cncc(-c5cccs5)c4)cc(OC)c3)cc2C(F)(F)F)CC1	2%	?	-10%&-10%	-13%&-10%	8	8&-1	0.0	?	-27%&-25%

An excerpt. The share of hits here may be higher or lower than overall.
